High-throughput results as filed in PubChem BioAssay.
Pf growth 48h = Primary qHTS for delayed death inhibitors of the malarial parasite plastid, 48 hour incubation; P. falciparum luciferase growth in erythrocytes, 48 h; Potency, µM (series often up to 28.7 µM), for the others: at the highest dose activity change, negative = inhibition, usual class: inhibitors; actives 5.9% (n = 310,000); also: potency is read from the fitted curve at half-maximal effect; % is scaled to controls: 0 for no effect and ±100 for the full control effect
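Compounds are pin-transferred into medium, infected erythrocytes (2% hematocrit, 0.1% parasitemia final) are added, and plates sit one parasite generation at 37 C in 5% CO2. Detection reagent is then added and luminescence measured.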
TbPYK inhibitor = qHTS of Trypanosoma Brucei Inhibitors; Potency, µM (titrated, usually from 76.8 µM), for the others: top-dose activity, negative = inhibition, actives largely listed as inhibitors; AID 624173, 2012; pyruvate kinase (Trypanosoma brucei), Q57TT1; TbPYK enzyme, Kinase-Glo Plus ATP luminescence, 45 min; actives 0.12% (n = 410,000); also: potency is read from the fitted curve at half-maximal effect; % is scaled to controls: 0 for no effect and ±100 for the full control effect; nearly all actives have a fitted effect of over 50% in size
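T. brucei PYK with substrate was exposed to pin-transferred compounds across a concentration series, then started with 130 uM ADP (final). After 45 min at room temperature, Kinase-Glo Plus luminescence was read, normalized and curve-fitted.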
Pf growth 96h = Primary qHTS for delayed death inhibitors of the malarial parasite plastid, 96 hour incubation; P. falciparum luciferase reporter growth, 96 h; Potency, µM (series often up to 28.7 µM), inactives show top-dose activity change, negative = inhibition, usual class: inhibitors; actives 6.9% (n = 320,000); AID 504834, 2011; also: potency is read from the fitted curve at half-maximal effect; % is scaled to controls: 0 for no effect and ±100 for the full control effect
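Readout is luminescence from an integrated firefly luciferase in P. falciparum. Red cells, 2% hematocrit and 0.05% parasitemia final, were cultured with compound through two parasite generations (96 hours) at 37 C, 5% CO2.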
AMA1-RON2 inh = qHTS for Inhibitors of AMA1-RON; Towards Development of Antimalarial Drug Lead: Primary Screen; AID 720542, 2013; Plasmodium falciparum AMA1 (3D7) - RON2 peptide interaction; actives 0.2% (n = 360,000); AlphaScreen AMA1-biotinylated RON2 peptide binding; Potency, µM (titrated, usually from 58.2 µM), for inactives: at the top dose activity change, negative = inhibition, actives largely listed as inhibitors;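 also: potency is read from the fitted curve at half-maximal effect; 0% = vehicle wells and -100% = peptide control; nearly all actives have a fitted effect of over 45% in size; some results filed as inactive show a strong effect at the top dose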
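AMA1 (3D7) with his tag at 25 nM final met compounds first, then biotinylated RON2 peptide at 25 nM; detection used donor plus acceptor beads, 10 µg/mL apiece, read by AlphaScreen after 30 min at room temperature.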
CHX counter = Cycloheximide Counterscreen for Small Molecule Inhibitors of Shiga Toxin | cell reporter, cycloheximide protein synthesis inhibition counterscreen | max response, % | actives 12% (n = 300,000) | AID 2314, 2010; in the data active = max response mostly above about 13%, no sharp cut-off; inactive = mostly below about 14%; also: read at 38.3 µM for the half of the compounds with a filed dose; 0% is about no effect
LmPK inhibitor = qHTS Assay for Inhibitors of Leishmania Mexicana Pyruvate Kinase (LmPK); Q27686; purified LmPK, Kinase-Glo ATP luminescence, 1 h; Potency, µM (series often up to 57.5 µM), without a hit: at the highest dose activity change, negative = inhibition, hits mostly inhibitors; actives 0.37% (n = 290,000); AID 1721, 2009; also: potency is read from the fitted curve at half-maximal effect; % is scaled to controls: 0 for no effect and ±100 for the full control effect
Target sequence (Q27686 whole entry, looked up): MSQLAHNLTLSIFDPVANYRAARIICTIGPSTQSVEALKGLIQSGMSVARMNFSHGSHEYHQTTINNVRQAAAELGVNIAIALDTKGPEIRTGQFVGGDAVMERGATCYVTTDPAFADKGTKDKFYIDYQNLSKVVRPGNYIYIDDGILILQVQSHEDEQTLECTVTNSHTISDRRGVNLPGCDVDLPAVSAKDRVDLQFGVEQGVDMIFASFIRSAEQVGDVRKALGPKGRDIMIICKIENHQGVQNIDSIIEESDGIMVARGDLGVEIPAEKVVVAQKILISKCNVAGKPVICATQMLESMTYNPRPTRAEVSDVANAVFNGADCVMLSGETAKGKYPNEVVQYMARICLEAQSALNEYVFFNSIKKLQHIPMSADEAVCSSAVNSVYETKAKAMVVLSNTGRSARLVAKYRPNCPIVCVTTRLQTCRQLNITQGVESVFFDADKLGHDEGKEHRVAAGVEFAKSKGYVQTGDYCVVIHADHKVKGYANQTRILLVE
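Purified LmPK (0.1 nM) with 0.5 mM PEP and 0.1 mM ADP in imidazole buffer pH 7.2 with MgCl2/KCl, 1 h at room temperature. ATP formed was read by luciferase luminescence and normalized to no-enzyme and uninhibited controls.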
Shiga toxin inh = A qHTS for Small Molecule Inhibitors of Shiga Toxin | Vero cells, Shiga toxin protein synthesis inhibition reporter | inhibition, % at 38.7 µM | actives 9.2% (n = 290,000); in the data active = inhibition mostly above about 28%, no sharp cut-off; inactive = mostly below about 43%; also: 0% is about no effect
* hit, by the source's call; u = inconclusive; x = no result given; [ ] = another dose, or the depositor's remark. Unless noted, calls follow the shape of the dose curve; as a rule, active = well fitted curve in the direction sought with a large enough effect; inconclusive = small, poorly fitted or top-dose-only effect, or another doubt; inactive = no such curve, though single readings can be large; an effect the other way counts as inactive or inconclusive.

SMILES	Pf growth 48h	TbPYK inhibitor	Pf growth 96h	AMA1-RON2 inh	CHX counter	LmPK inhibitor	Shiga toxin inh
CCOC(=O)c1cnc2ccc(C)cn2c1=O	1%	3%	111%[activator]	0%	13	0%	17
O=C1CN=C(Nc2ccccc2Cl)N1Cc1ccc2c(c1)OCO2	9%	1%	49%[activator]	-22%	1	3%	18
CCN1C(=O)N(CC)C2NC(=S)NC21 (centres undefined)	x	-15%	48%[activator]	8%	-4	-13%	-9
Cc1cc(C(=O)C(C)OC(=O)c2cnccn2)c(C)n1-c1ccccc1 (centres undefined)	52%[activator]	-2%	94%[activator]	0%	x	x	x
COc1cccc(CNC(=O)CSCC(=O)Nc2ccc(C)cc2)c1	u	0%	-8%	6%	x	x	x
Cc1nc(SCCCSc2n[nH]c(C)n2)n[nH]1	-1%	-23%	x	0%	-3	-1%	2
COc1cccc(NC(=O)C(NCC(C)(C)CN(C)C)c2ccccc2)c1 (centres undefined)	x	0%	u	16%	0	-6%	-3
CCC(C)(C)NC(=O)C(c1ccc(O)cc1)N(C(=O)Cn1nnc2ccccc21)c1ccc(NC(C)=O)cc1 (centres undefined)	2.1µM*	4%	u	-9%	-3	-4%	27
COc1ccc(-c2nn(-c3ccccc3C)cc2CNC(C)c2cn(C)nc2C)cc1F (centres undefined)	u	-3%	8%	0%	-1	-5%	-21
CC(=O)N1CCc2cc(S(=O)(=O)NC(CC(C)C)C(=O)Nc3cc(C(=O)O)ccc3C)ccc21 (centres undefined)	2%	1%	0.29µM*	19%	-2	1%	-4
CC(C)n1nnnc1-c1cc(Cl)cc(Cl)c1	16%	5%	u	2%	-2	4%	-17
OC(COc1ccccc1)Cn1cc(Br)cn1 (centres undefined)	22%	-2%	29%	9%	7	-2%	20
CC(C)OC(=O)CCCN1C(=O)c2ccc(N)cc2C1=O	33%[activator]	-3%	46%[activator]	5%	9	2%	12
COc1cccc(-n2c(SCC(=O)N3CCc4ccccc43)nnc2-c2c[nH]c3ccccc23)c1	-10%	-1%	u	3%	-5	4%	-14
O=C(NCc1cccc(Cl)c1)c1cccc(OC2CCN(C(=O)C3CC3)CC2)c1	u	2%	u	-3%	-1	1%	14
COc1ccc(NC(=O)C2CCN(C(=O)Nc3ccccc3)CC2)cc1S(=O)(=O)N(C)C	u	0%	u	0%[11.6 µM]	x	x	x
Cc1nn(-c2ccccc2)c2c1C1(C(=O)N(C)c3ccccc31)N(c1ccccc1)C(=O)N2 (centres undefined)	46%[activator]	4%	10%	0%	9	0%	-7
CCc1ccc([C@@H]2CC=C(C(=O)O)[C@H](c3ccccc3F)N2S(=O)(=O)c2ccc(C)cc2)cc1	1%	-1%	31%[activator]	0%	x	x	x
CC(=O)c1cccc(NC(=O)C(C)N2CCc3ccccc3C2)c1 (centres undefined)	u	9%	u	7%	14	1%	6
CCn1nnnc1NCc1c(OC)ccc2ccccc12	-1%	0%	u	-5%	-1	0%	22
Cc1csc(NC(=O)CN(C)S(=O)(=O)c2cccc3cccnc23)n1	x	-3%	66%[activator]	-1%	5	-1%	4
NC1=NC(=O)/C(=C/c2c(OS(=O)(=O)c3ccc(Cl)cc3)ccc3ccccc23)S1	-1%	-5%	45%[activator]	19%	-6	1%	21
CCN(CC(=O)NC1CCS(=O)(=O)C1)C(=O)c1ccc(OC)c([N+](=O)[O-])c1 (centres undefined)	9%	1%	4%	-3%	x	x	x
O=C(COC(=O)COc1ccccc1[N+](=O)[O-])NC1CCCCC1	-1%	2%	19%	-4%	x	x	x
CC(=O)c1cn(Cc2ccccc2F)c2ccccc12	u	1%	-6%	-1%	0	0%	8
COc1ccccc1Nc1nc(-c2ccccc2)nc2ccccc12	6%	-5%	-1%	90%[activator]	-1	2%	-5
C[C@]1(c2ccccc2)OC(C(=O)O)=CC1=O	-8%	1%	10%	x	x	x	x
O=C(CCN1C(=O)[C@@H]2Cc3ccccc3CN2C1=O)NCc1ccc(Cl)cc1	7%	1%	u	-8%	-2	-1%	-4
Cc1ccc(N(C)C(=O)Oc2cccc3cccnc23)cc1	-3%	-4%	18%	0%	-3	4%	34
O=C(Nc1ccccc1Oc1cccnc1)C1CCCN(C/C=C/c2ccccc2)C1 (centres undefined)	5.2µM*	8%	u	-19%	4	2%	30
CCN(CC)CCCNC(=O)C1c2ccccc2C(=O)N(C)C1c1ccc(OC)cc1 (centres undefined)	u	1%	u	-13%	-3	-2%	-13
Cc1cc(C)nc(NS(=O)(=O)c2ccc(NC(=O)c3cccs3)cc2)n1	-2%	-5%	7%	22%	14	4%	-20
CCCCn1c(SCC(=O)NC(=O)Cc2ccccc2)nc2ccccc2c1=O	-19%	8%	5%	45%[activator]	x	x	x
Cc1cccc(CSc2ncnc3nc[nH]c23)c1	0%	0%	-5%	66%[activator]	1	2%	15
COC(=O)CNC(=O)c1cc(-c2ccncc2)nc2ccc(C)cc12	11%	-1%	-28%	-18%	-4	0%	-21
Cc1cc(C)n(-c2cc(C(=O)O)cc(C(=O)O)c2)n1	9%	-3%	u	0%	-2	0%	-21
CC(NC(=O)CCN1N=C(c2ccccc2)CCC1=O)c1ccc2c(c1)OCCO2 (centres undefined)	0%	x	19%	x	6	-4%	-6
CC1(C(=O)O)CCC(C(=O)NC2CCCCCC2)C1(C)C (centres undefined)	20%	-4%	70%[activator]	-4%	-4	0%	-6
CCC(C(=O)NC1CCCC1)N(C(=O)Cn1nnc(-c2cccs2)n1)c1cnc2ccccc2c1 (centres undefined)	12µM*	-1%	-2%	21%	-2	7%	6
CC1Cc2ccccc2N1C(=O)CSc1ncc(-c2ccc(F)cc2)n1C (centres undefined)	79%[activator]	-9%	26%	u	61*	-1%	75*
C/C(=C\C(=O)c1ccccc1)Nc1ccc(O)cc1	107%[activator]	-8%	x	u	89*	5%	174*
CC1CC(C)CN(S(=O)(=O)c2cccc(C(=O)N3CCN(c4ccc(F)cc4)CC3)c2)C1 (centres undefined)	12µM*	-15%	u	-1%	x	x	x
CCCCNC(=O)COC(=O)CNC(=O)c1cc(Cl)cc([N+](=O)[O-])c1	48%[activator]	-6%	-4%	-1%	1	4%	-2
O=C(NCc1ccco1)c1ccccc1NS(=O)(=O)c1ccc2c(c1)OCCO2	17µM*	-1%	x	2%	2	15%	22
O=C(Nc1c(F)cc(F)cc1Br)c1cc(S(=O)(=O)N2CCN(c3ccccn3)CC2)ccc1F	u	7%	16%	-2%	-1	-9%	7
Cc1ccccc1N1CC(O)(c2cccs2)[N+]2=C1CCCC2 (centres undefined)	u	3%	-14%	-10%	-4	2%	-4
COc1ccccc1OCC(=O)N1CCCC(Nc2ccc(F)c(F)c2)C1 (centres undefined)	1%	-13%	13%	-11%	-4	2%	-5
CC(C)=CCC/C(C)=C/CC/C(C)=C/CC/C=C(\C)CC/C=C(\C)CCC=C(C)C	-17%	2%	-24%	x	x	x	x
C=CCNC(=S)NNC(=O)c1cccnc1	6%	-11%	22%	61%[activator]	2	-2%	1
Cc1cc(C)c(N2C(=O)C3C4CC(=O)C(c5ccccc54)C3C2=O)c(C)c1 (centres undefined)	53%[activator]	-7%	-1%	5%	5	6%	-2

Next results follow.
SMILES	Pf growth 48h	TbPYK inhibitor	Pf growth 96h	AMA1-RON2 inh	CHX counter	LmPK inhibitor	Shiga toxin inh
O=C(N/N=C/c1cccc([N+](=O)[O-])c1)C1COc2ccccc2O1 (centres undefined)	6%	3%	34%[activator]	38%[activator]	6	13%	28
O=C(CSc1nc2ccccc2c2c1CCCC2)N1CCOCC1	3%	2%	9.3µM*	1%	-8	-5%	-4
COC(=O)c1ccc(NC(=O)C2C3CCC(C3)C2C(=O)O)cc1 (centres undefined)	5%	-8%	39%[activator]	2%	4	-1%	12
O=C(Nc1cccc2nsnc12)c1ccc(-c2cccc(Cl)c2)o1	19%	-5%	15%	-7%	-1	1%	3
Cc1nn(-c2ccccc2)c2sc(-c3nnc(SCC(=O)O)o3)cc12	x	0%	u	22%	-3	10%	-9
COc1ccc(NC(=O)CCC2CCCC2)cc1OC	-17%	-2%	22%	15%	19*	-2%	67*
Cc1cccc(N=Nc2c(N)n[nH]c2-c2ccc(Cl)cc2)c1	u	-3%	u	-8%	-5	3%	-7
CSc1ccc(-c2nc(CSCC(=O)NC3CC3)c(C)o2)cc1	-15%	3%	11%	-11%	20*	1%	27*
Cc1cccc(C(=O)N/N=C/c2cc(Br)c(Br)o2)c1	u	-9%	u	9%	19	1%	33*
COc1ccc(F)cc1CN1CCN(C(=O)CCC(=O)Nc2nnc(C(C)C)s2)CC1	-13%	11%	u	10%	-3	3%	19

An excerpt from above in order of molecular weight, descending.
SMILES	Pf growth 48h	TbPYK inhibitor	Pf growth 96h	AMA1-RON2 inh	CHX counter	LmPK inhibitor	Shiga toxin inh
CCc1ccc([C@@H]2CC=C(C(=O)O)[C@H](c3ccccc3F)N2S(=O)(=O)c2ccc(C)cc2)cc1	1%	-1%	31%[activator]	0%	x	x	x
COc1ccccc1Nc1nc(-c2ccccc2)nc2ccccc12	6%	-5%	-1%	90%[activator]	-1	2%	-5
Cc1ccccc1N1CC(O)(c2cccs2)[N+]2=C1CCCC2 (centres undefined)	u	3%	-14%	-10%	-4	2%	-4
CC1(C(=O)O)CCC(C(=O)NC2CCCCCC2)C1(C)C (centres undefined)	20%	-4%	70%[activator]	-4%	-4	0%	-6

Going on with the list.
SMILES	Pf growth 48h	TbPYK inhibitor	Pf growth 96h	AMA1-RON2 inh	CHX counter	LmPK inhibitor	Shiga toxin inh
Cc1cc(=O)[nH]c2c(C)cc(S(=O)(=O)N3CCCCC3)cc12	-6%	5%	13µM*	-12%	1	-4%	3
COc1ccc(-n2ccc(=O)c(C(=O)O)n2)cc1	-14%	1%	-4%	-6%	0	-3%	-4
Cc1onc(C(=O)Nc2sc3c(c2C#N)CCCC3)c1[N+](=O)[O-]	33%[activator]	-4%	-1%	1%	33*	-22%	82*
Cc1ccc(OCCC(=O)OC(C)C(=O)Nc2c(C)n(C)n(-c3ccccc3)c2=O)cc1 (centres undefined)	-11%	8%	0%	-5%	x	x	x
O=C(NCc1nnc(SCC(=O)N2CCc3ccccc32)o1)c1cccs1	11%	2%	-11%	-4%	-1	-6%	22
Cc1ccc(NCc2ccc(Cl)nc2)c(NCc2ccc(Cl)nc2)c1	u	-5%	0%	u	12	-3%	20
N#Cc1ccc(Oc2cccc(C(=O)O)c2)cc1C#N	15%	2%	x	7%	-7	-2%	-11
O=C(OCc1nc2ccccc2[n+]([O-])c1C(=O)c1ccccc1)c1cccnc1	30%	-1%	u	-21%	-4	-1%	-7
Cc1ccc(OCc2cc(C(=O)N3CCN(CC(=O)NC(C)C)CC3)no2)cn1	5%	3%	45%[activator]	-7%	-2	-1%	-10

An unsorted share of the library, and some 21% of all compounds hit somewhere here.
